# Screening results as filed in PubChem.
# STK33 kin inh = human STK33 kinase inhibition. Q9BYT3. inhibition, % at 12.5 µM. ADP-Glo luminescence, MBP substrate. hit rate 0.44% among 27,000; in the data active means inhibition above about 20%; inconclusive means no clear call, values can overlap the other calls
# Target sequence (Q9BYT3 whole entry, looked up): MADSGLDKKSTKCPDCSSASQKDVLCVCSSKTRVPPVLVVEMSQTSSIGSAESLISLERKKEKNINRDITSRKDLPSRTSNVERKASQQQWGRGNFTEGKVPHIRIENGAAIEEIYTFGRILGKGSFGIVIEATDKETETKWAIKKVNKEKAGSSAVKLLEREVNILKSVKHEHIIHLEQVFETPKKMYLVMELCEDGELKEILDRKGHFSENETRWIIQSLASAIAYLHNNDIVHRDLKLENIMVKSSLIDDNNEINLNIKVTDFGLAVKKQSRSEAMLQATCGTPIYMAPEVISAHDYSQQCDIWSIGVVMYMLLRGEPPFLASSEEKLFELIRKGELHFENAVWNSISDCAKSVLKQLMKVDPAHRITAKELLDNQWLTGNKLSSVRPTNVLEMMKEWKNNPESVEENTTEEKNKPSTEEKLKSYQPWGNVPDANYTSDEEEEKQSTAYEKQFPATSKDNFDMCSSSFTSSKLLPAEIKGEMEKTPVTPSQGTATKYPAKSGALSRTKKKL
# p53 PUMA act = mutant p53 pathway reactivation | activation, % at 9.98 µM | hit rate 1.5% among 28,000 | AID 624151 | SW480 PUMA-promoter luciferase; in the data active means activation above about 52%; inconclusive means no clear call, values can overlap the other calls
# An asterisk follows results filed as active; ? = inconclusive; / = not tested or not shown. These rows are one share of the data; count on the stated rates, not on these rows.
# Values in the order – p53 PUMA act	STK33 kin inh
Cn1nnnc1SCC(=O)Nc1ccc(N2CCOCC2)c(Cl)c1
→ -6.2	-0.3
C[C@@H]1CN([C@H](C)CO)C(=O)Cc2cc(NS(=O)(=O)c3ccc(Cl)cc3)ccc2O[C@@H]1CN(C)Cc1ccc(-c2ccccc2)cc1
→ /	6.2
CC(=O)c1cccc(NC(=O)C(C)NS(=O)(=O)c2ccc(Br)cc2)c1 (stereo not drawn)
→ -11.6	-0.8
C[C@H]1CN([C@@H](C)CO)C(=O)c2cc(NC(=O)Cc3cn(C)c4ccccc34)ccc2O[C@H]1CN(C)C(=O)Nc1ccc(F)cc1
→ /	-0.1
C[C@@H]1CCCCO[C@@H](CN(C)Cc2ccc(C(=O)O)cc2)[C@H](C)CN([C@@H](C)CO)C(=O)c2cc(NC(=O)Nc3ccc(F)cc3)ccc2O1
→ 7.6	/
C[C@H](CO)N1C[C@H](C)[C@@H](CN(C)C(=O)Nc2ccc(C(C)(C)C)cc2)OCc2cnnn2CCCC1=O
→ 18.5	-1.4
C[C@H](CO)N1C[C@H](C)[C@H](CN(C)Cc2ccc(Cl)c(Cl)c2)Oc2c(NC(=O)C3CCOCC3)cccc2C1=O
→ 6.0	/
CCOC(=O)c1c[nH]c(=S)[nH]c1=O
→ /	-2.4
CC(=O)c1cn(CC(=O)Nc2ccccc2)c2ccccc12
→ -7.9	1.8
CC1CCc2c(sc3ncn(CC(=O)Nc4ccccc4F)c(=O)c23)C1 (stereo not drawn)
→ -0.5	-0.1
C[C@H](CO)N1C[C@H](C)[C@H](CN(C)C(=O)Nc2ccc(F)cc2)OCc2cnnn2CCCC1=O
→ /	2.6
CCN1CCC[C@H]1CNC(=O)c1c(O)c(Cl)cc(Cl)c1OC
→ /	0.5
COc1ccc(N2C(=O)CC(SCC(=O)Nc3ccc(C)cc3)C2=O)cc1 (stereo not drawn)
→ -8.2	-6.6
O=C(CSc1nnc(-c2ccncc2)n1-c1ccccc1)Nc1ccc(Br)cc1
→ 9.0	2.3
C[C@H](CO)N1C[C@H](C)[C@H](CN(C)C(=O)c2ccc(F)cc2)OCc2ccccc2-c2ccccc2C1=O
→ 4.9	/
COc1cccc(-c2ccc3c(c2)O[C@H](CN(C)Cc2cccnc2)[C@H](C)CN([C@H](C)CO)S3(=O)=O)c1
→ -12.2	/
CCCN1C(=O)C(O)(CC(=O)c2ccc(OC)c([N+](=O)[O-])c2)c2cc(Br)ccc21 (stereo not drawn)
→ 4.1	-1.0
CC(=O)NCCOc1nc(N(C)C)nc(N2CCOCC2)n1
→ -4.6	-5.0
Cc1ccccc1-c1cnc2c(c1)C(=O)N([C@@H](C)CO)C[C@H](C)[C@@H](CN(C)C(=O)c1ccncc1)O2
→ 8.5	/
Cc1cc(N(CC(=O)NC2CCCCC2)S(C)(=O)=O)ccc1Br
→ 0.7	0.5
C[C@H](CO)N1C[C@H](C)[C@H](CN(C)S(=O)(=O)c2ccccc2)OCCCC[C@H](C)Oc2ccc(NC(=O)c3ccncc3)cc2C1=O
→ -16.6	/
C[C@@H]1CN([C@@H](C)CO)C(=O)c2cc(NC(=O)NC3CCCCC3)ccc2O[C@@H]1CN(C)S(=O)(=O)c1cccs1
→ -23.3	1.4
C[C@@H]1CN([C@@H](C)CO)C(=O)CCCn2nncc2CO[C@H]1CN(C)C(=O)c1cc(-c2ccccc2)on1
→ /	-1.0
C[C@H](CO)N1C[C@H](C)[C@H](CN(C)C(=O)Nc2cccc(F)c2)Oc2ncc(C#CCN(C)C)cc2C1=O
→ 8.0	/
Cc1ccccc1NC(=O)Cn1cnc2sc(C)c(C)c2c1=O
→ -1.9	-0.5
C[C@@H]1CN([C@@H](C)CO)C(=O)c2cc(NS(=O)(=O)c3ccccc3)ccc2O[C@H]1CN(C)S(=O)(=O)c1cn(C)cn1
→ /	0.0
CC(C)(C)c1ccc(Oc2ccc(NC(=O)C3CC=CCC3C(=O)O)cc2)cc1 (stereo not drawn)
→ -19.8	-0.4
C[C@H]1CN([C@@H](C)CO)C(=O)c2cccc(NS(=O)(=O)c3ccc(Cl)cc3)c2O[C@H]1CN(C)S(=O)(=O)c1cccs1
→ 2.8	/
C[C@@H]1CCCCO[C@@H](CN(C)S(=O)(=O)c2cn(C)cn2)[C@H](C)CN([C@H](C)CO)C(=O)c2cc(NS(C)(=O)=O)ccc2O1
→ 6.2	/
CCOC(=O)c1c(NC(=O)CSc2nc(C)cc(C(F)(F)F)n2)sc2c1CCCC2
→ 1.5	8.0
C[C@H]1CN([C@@H](C)CO)C(=O)Cc2cc(N(C)C)ccc2O[C@@H]1CN(C)S(=O)(=O)c1ccc(F)cc1
→ /	-7.7
O=C1O[C@H](c2ccccc2)[C@H](c2ccccc2)N2[C@H]1[C@@H](C(=O)N1CCCCCCC1)[C@]1(C(=O)Nc3ccc(C#CC4=CCCCC4)cc31)[C@H]2c1ccc(OCCO)cc1
→ /	22.2*
CC(C)Cc1nc(SC(C)C(=O)Nc2cccc(Cl)c2)n[nH]1 (stereo not drawn)
→ 3.3	0.7
C[C@H](CO)N1C[C@H](C)[C@H](CN(C)CC2CC2)Oc2ccc(NC(=O)Nc3ccc(F)cc3)cc2CC1=O
→ 5.1	-2.4
Cc1ccc(S(=O)(=O)Nc2ccc3c(c2)C(=O)N([C@@H](C)CO)C[C@@H](C)[C@@H](CN(C)Cc2ccncc2)O3)cc1
→ /	-0.2
C[C@@H]1CN([C@H](C)CO)C(=O)Cc2cc(NC(=O)C3CCCCC3)ccc2O[C@@H]1CN(C)C(=O)Nc1ccccc1
→ /	-1.4
CCN(CC)CCOC(=O)C1(c2ccc([N+](=O)[O-])cc2)CCCC1
→ 1.1	-2.3
C[C@@H]1CN([C@H](C)CO)C(=O)c2cc(NS(=O)(=O)c3ccc(Cl)cc3)ccc2O[C@H]1CN(C)Cc1ccc(Cl)c(Cl)c1
→ /	0.9
COc1ccc(S(=O)(=O)Nc2ccc3c(c2)CC(=O)N([C@H](C)CO)C[C@@H](C)[C@@H](CN(C)S(=O)(=O)c2ccc(F)cc2)O3)cc1
→ /	1.1
C[C@H](CO)N1C[C@H](C)[C@H](CN(C)Cc2ccncc2)Oc2ccc(N(C)C)cc2CC1=O
→ -3.6	-0.3
C[C@@H]1CN([C@H](C)CO)C(=O)c2cccc(NS(C)(=O)=O)c2O[C@H]1CN(C)C(=O)Nc1ccc(C(F)(F)F)cc1
→ 5.2	/
CCc1cc2c(NC(Cc3c[nH]c4ccccc34)C(=O)O)nc(C)nc2s1 (stereo not drawn)
→ -15.9	-2.0
Cc1occc1-c1nnc2sc(-c3ccc(-c4ccccc4[N+](=O)[O-])o3)nn12
→ ?	5.0
C[C@H](CO)N1C[C@H](C)[C@@H](CN(C)S(C)(=O)=O)Oc2c(NC(=O)Nc3ccccc3)cccc2C1=O
→ /	-0.2
C[C@H](CO)N1C[C@H](C)[C@H](CN(C)S(=O)(=O)c2ccc(C#N)cc2)Oc2ncc(-c3ccccc3)cc2C1=O
→ 5.7	-2.1
COCCNC(=O)C[C@H]1C[C@@H]2c3cc(NC(=O)NC4CCCCC4)ccc3O[C@@H]2[C@@H](CO)O1
→ -3.1	/
COc1ccc(CN(C)C[C@H]2OCCCC[C@@H](C)Oc3ccc(NS(=O)(=O)c4ccc(F)cc4)cc3C(=O)N([C@H](C)CO)C[C@@H]2C)cc1
→ /	-5.2
Cc1noc(C)c1S(=O)(=O)Nc1ccc2c(c1)C(=O)N([C@H](C)CO)C[C@@H](C)[C@@H](CN(C)C)OCCCC[C@@H](C)O2
→ 15.8	/
C[C@H](CO)N1C[C@H](C)[C@H](CN(C)S(=O)(=O)c2ccccc2)Oc2ncc(C#Cc3ccc(F)cc3)cc2C1=O
→ -2.3	2.2
COc1ccc(NC(=O)Nc2cccc3c2O[C@H](CN(C)CC2CC2)[C@@H](C)CN([C@@H](C)CO)C3=O)cc1
→ 20.6	/

# (further entries)
# Values in the order – p53 PUMA act	STK33 kin inh
C[C@@H]1CCCCO[C@H](CN(C)S(=O)(=O)c2ccc(Cl)cc2)[C@H](C)CN([C@H](C)CO)C(=O)c2cc(NS(=O)(=O)c3ccc(Cl)cc3)ccc2O1
→ -15.5	/
Cc1noc(C)c1NC(=O)N(C)C[C@@H]1OCc2cnnn2CCCC(=O)N([C@H](C)CO)C[C@H]1C
→ /	-2.2
CCCn1c(SCC(=O)N2CCOCC2)nnc1-c1ccncc1
→ 13.0	1.4
CN(C)CCc1c[nH]c2ccc(CS(=O)(=O)N3CCCC3)cc12
→ /	3.6
CCCCOc1cc(CC2CNC(=O)N2)ccc1OC (stereo not drawn)
→ /	0.7
C[C@H](CO)N1C[C@H](C)[C@H](CN(C)CC2CC2)Oc2cc(-c3ccccc3F)ccc2S1(=O)=O
→ -2.6	/
CC(C)NC(=O)Nc1ccc2c(c1)CC(=O)N([C@H](C)CO)C[C@@H](C)[C@@H](CN(C)Cc1ccccc1)O2
→ /	-0.5
C[C@@H]1CN([C@H](C)CO)C(=O)Cc2cc(NC(=O)Cn3cnnn3)ccc2O[C@H]1CN(C)Cc1ccc(C(F)(F)F)cc1
→ /	0.3
COc1ccc([N+](=O)[O-])cc1NC(=O)CN(c1ccc(Br)c(C)c1)S(C)(=O)=O
→ -5.6	-1.6
COc1ccc2c(=O)cc(-c3ccccc3)oc2c1
→ 80.9*	8.2

# Quoted from the listing:
# For STK33 kin inh, CN(C)CCc1c[nH]c2ccc(CS(=O)(=O)N3CCCC3)cc12 has the entry 3.6
# For p53 PUMA act, C[C@H](CO)N1C[C@H](C)[C@H](CN(C)CC2CC2)Oc2cc(-c3ccccc3F)ccc2S1(=O)=O has the entry -2.6

# The listing continues:
# Values in the order – p53 PUMA act	STK33 kin inh
COc1ccc(S(=O)(=O)N(C)C[C@H]2Oc3cc(C#CC4CCCCC4)ccc3S(=O)(=O)N([C@H](C)CO)C[C@H]2C)cc1
→ -11.3	/
C[C@@H]1CCCCO[C@H](CN(C)Cc2ccncc2)[C@@H](C)CN([C@H](C)CO)C(=O)c2cc(NS(=O)(=O)c3ccc(Cl)cc3)ccc2O1
→ /	-1.7
CNC[C@H]1Oc2ccc(NS(=O)(=O)c3ccccc3)cc2CC(=O)N([C@H](C)CO)C[C@@H]1C
→ 12.1	/
Cc1ccc(S(=O)(=O)Nc2ccc3c(c2)C(=O)N([C@H](C)CO)C[C@H](C)[C@H](CN(C)C(=O)Nc2c(C)noc2C)OCCCC[C@@H](C)O3)cc1
→ /	2.5
O=C(COc1ccc(S(=O)(=O)N2CCOCC2)cc1)Nc1ccc2c(c1)OCCO2
→ 0.3	-7.9
CCCN(C)C[C@H]1OCCCC[C@H](C)Oc2ccc(NS(=O)(=O)c3cccs3)cc2C(=O)N([C@@H](C)CO)C[C@H]1C
→ -8.2	/
Cc1noc(C)c1NC(=O)Nc1ccc2c(c1)C(=O)N([C@H](C)CO)C[C@@H](C)[C@@H](CN(C)C(=O)C1CCCCC1)OCCCC[C@H](C)O2
→ 13.8	/
C[C@@H]1CN([C@@H](C)CO)C(=O)CCCn2cc(nn2)CO[C@@H]1CN(C)Cc1ccncc1
→ 10.8	0.4
CC1(C)CC[C@]2(C(=O)O[C@@H]3O[C@H](CO[C@@H]4O[C@H](CO)[C@@H](O)[C@H](O)[C@H]4O)[C@@H](O)[C@H](O)[C@H]3O)CC[C@]3(C)C(=CCC4[C@@]5(C)CC[C@H](O[C@@H]6OC[C@H](O)[C@H](O)[C@H]6O)C(C)(C)C5CC[C@]43C)[C@@H]2C1 (stereo partly drawn)
→ /	-4.4
O=C(Nc1ccc(S(=O)(=O)Nc2ncccn2)cc1)c1ccc2c(c1)OCCO2
→ -5.7	-5.0

# Complete entries, quoted from the list.
# O=C(Nc1ccc(S(=O)(=O)Nc2ncccn2)cc1)c1ccc2c(c1)OCCO2 reads p53 PUMA act = -5.7; STK33 kin inh = -5.0
# Cc1ccc(S(=O)(=O)Nc2ccc3c(c2)C(=O)N([C@H](C)CO)C[C@H](C)[C@H](CN(C)C(=O)Nc2c(C)noc2C)OCCCC[C@@H](C)O3)cc1 reads p53 PUMA act = /; STK33 kin inh = 2.5

# More compounds follow.
# Values in the order – p53 PUMA act	STK33 kin inh
CN1CCN(CC(=O)Nc2sc3c(c2C#N)CCC(C(C)(C)C)C3)CC1 (stereo not drawn)
→ -14.3	-1.7
O=C(O)COc1ccccc1-c1nc(-c2ccccc2)c(-c2ccccc2)[nH]1
→ -0.9	-1.5
C[C@H](CO)N1C[C@H](C)[C@@H](CN(C)Cc2ccc(C(=O)O)cc2)Oc2ccc(NC(=O)C3CC3)cc2C1=O
→ 6.2	/
O=C(CSc1nc2ccccc2c(=O)n1-c1ccc(Br)cc1)Nc1cccc(F)c1
→ 7.5	0.4
C[C@@H]1CN([C@H](C)CO)C(=O)c2cc(NC(=O)Nc3cccc4ccccc34)ccc2O[C@H]1CN(C)S(=O)(=O)c1cccs1
→ /	0.0
COC(=O)CN(c1ccc(Cl)c(C(F)(F)F)c1)S(=O)(=O)c1ccc(C)cc1
→ -2.8	1.4
COc1ccc(OC)c(NC(=O)C(C)N(c2ccc(C)c(C)c2)S(C)(=O)=O)c1 (stereo not drawn)
→ 5.1	1.3
C[C@H](CO)N1C[C@H](C)[C@@H](CN(C)C(=O)Nc2ccc(C(F)(F)F)cc2)Oc2c(NS(=O)(=O)c3cccs3)cccc2C1=O
→ 12.6	/
O=C(OC1OC(CO)C(O)C(O)C1O)c1c(O)cc(O)cc1/C=C/c1ccccc1 (stereo not drawn)
→ ?	-1.4
C[C@@H]1CN([C@@H](C)CO)C(=O)c2cc(NC(=O)Nc3cccc4ccccc34)ccc2O[C@H]1CN(C)Cc1ccc(C(=O)O)cc1
→ /	-0.7
COc1ccc(NC(=O)c2ccc3c(=O)n(CCc4ccccc4)c(=S)[nH]c3c2)cc1
→ /	-2.0
O=C(CSc1ccccn1)Nc1c(C(=O)c2ccc(F)cc2)oc2ccccc12
→ 35.9	3.4
O=C(CCN1C(=O)c2ccccc2C1=O)NC(=S)Nc1ccccc1
→ 9.4	7.5
Cc1cc(C)nc(/N=C2\NC(=O)CC(C(=O)O)N2c2ccc(Oc3ccccc3)cc2)n1 (stereo not drawn)
→ -6.0	-6.0
COC1=CC(=O)O[C@@H](CCc2ccccc2)[C@H]1O
→ -26.0	-2.0
